# Compound activity: PubChem, Johns Hopkins Ion Channel Center
# KCNK9 inh: blocks the human KCNK9 two-pore domain potassium channel; Q9NPC2; HEK293 KCNK9, FluxOR thallium flux fluorescence; stronger effect = lower value; B-score at 10 µM; 310,000 compounds, 1.2% hits; AID 488922;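 active = ratio B-score over 3 SD below the library mean, with starting fluorescence within 5 SD of its mean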;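 also: negative B-score means less thallium flux so channel inhibition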
# ANO1 block: inhibitors of mouse TMEM16A calcium-activated chloride channel | Q8BHY3 | HEK293 TMEM16A/YFP iodide influx fluorescence, ionomycin | normalized B-score (activity score, 25-100; higher = stronger inhibition) at 10 µM | 310,000 compounds, 1.2% hits | AID 588511;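 active = ratio plate-corrected score three or more library SD toward inhibition, starting fluorescence score within five deviations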;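 also: score derived from kinetic fluorescence span divided by baseline fluorescence per well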
# KCNQ1 pot: potentiates or activates the human KCNQ1 potassium channel; CHO-K1 KCNQ1, thallium flux FluxOR fluorescence; stronger effect = higher value; 310,000 compounds, 0.35% hits; B-score at 10 µM; P51787;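 active = fluorescence ratio B-score, a plate-corrected score, at least three library SD, with initial intensity B-score within 5 SD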
#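 Medium – assay buffer, equal DMSO in all wells · Material – CHO-K1 cell line with stable KCNQ1 potassium channel expression · Signal – kinetic FluxOR thallium fluorescence, 10-s 1-Hz baseline, 110-s post-stimulus read · Compound – single concentration per compound, DMSO matched to controls · Schedule – 37 °C overnight plating, 90-min dark dye load, 20-min compound pretreatment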
# RGS4 pot: potentiators or activators of RGS4; AID 463111; 310,000 compounds, 0.92% hits; HEK293 M3R/inducible RGS4, carbachol calcium flux Fluo4; stronger effect = lower value; B-score at 10 µM;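 active = B-score of the integrated calcium signal more than 4 SD below the library mean, with starting fluorescence not abnormally high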;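 also: negative B-score means reduced calcium response which marks RGS4 activation or potentiation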
#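 Reagent: ECmax carbachol challenge; Test system: M3R-expressing HEK293 line, RGS4 induced by doxycycline; Schedule: overnight RGS4 induction, 30 min dye load 37 °C, 20 min compound RT; Detection: calcium dye Fluo4 fluorescence; Read-out: Agonist-evoked peak-minus-minimum fluorescence over baseline, integrated ratio, B score.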
# hERG protect: shields human hERG channel from block by proarrhythmic agents; Q12809; CHO-hERG, FluxOR thallium flux, dofetilide IC70 present; activation (rescue from dofetilide block), less the hit threshold, % at 10 µM; 310,000 compounds, 0.51% hits;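 active = activation above the mean of controls blocked by dofetilide plus 5 SD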;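 also: thallium influx through hERG after potassium depolarization seen as dye fluorescence rise; in these data hits start at about 4.7%; inactives centre near -7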
# Target sequence (Q12809 whole entry, looked up): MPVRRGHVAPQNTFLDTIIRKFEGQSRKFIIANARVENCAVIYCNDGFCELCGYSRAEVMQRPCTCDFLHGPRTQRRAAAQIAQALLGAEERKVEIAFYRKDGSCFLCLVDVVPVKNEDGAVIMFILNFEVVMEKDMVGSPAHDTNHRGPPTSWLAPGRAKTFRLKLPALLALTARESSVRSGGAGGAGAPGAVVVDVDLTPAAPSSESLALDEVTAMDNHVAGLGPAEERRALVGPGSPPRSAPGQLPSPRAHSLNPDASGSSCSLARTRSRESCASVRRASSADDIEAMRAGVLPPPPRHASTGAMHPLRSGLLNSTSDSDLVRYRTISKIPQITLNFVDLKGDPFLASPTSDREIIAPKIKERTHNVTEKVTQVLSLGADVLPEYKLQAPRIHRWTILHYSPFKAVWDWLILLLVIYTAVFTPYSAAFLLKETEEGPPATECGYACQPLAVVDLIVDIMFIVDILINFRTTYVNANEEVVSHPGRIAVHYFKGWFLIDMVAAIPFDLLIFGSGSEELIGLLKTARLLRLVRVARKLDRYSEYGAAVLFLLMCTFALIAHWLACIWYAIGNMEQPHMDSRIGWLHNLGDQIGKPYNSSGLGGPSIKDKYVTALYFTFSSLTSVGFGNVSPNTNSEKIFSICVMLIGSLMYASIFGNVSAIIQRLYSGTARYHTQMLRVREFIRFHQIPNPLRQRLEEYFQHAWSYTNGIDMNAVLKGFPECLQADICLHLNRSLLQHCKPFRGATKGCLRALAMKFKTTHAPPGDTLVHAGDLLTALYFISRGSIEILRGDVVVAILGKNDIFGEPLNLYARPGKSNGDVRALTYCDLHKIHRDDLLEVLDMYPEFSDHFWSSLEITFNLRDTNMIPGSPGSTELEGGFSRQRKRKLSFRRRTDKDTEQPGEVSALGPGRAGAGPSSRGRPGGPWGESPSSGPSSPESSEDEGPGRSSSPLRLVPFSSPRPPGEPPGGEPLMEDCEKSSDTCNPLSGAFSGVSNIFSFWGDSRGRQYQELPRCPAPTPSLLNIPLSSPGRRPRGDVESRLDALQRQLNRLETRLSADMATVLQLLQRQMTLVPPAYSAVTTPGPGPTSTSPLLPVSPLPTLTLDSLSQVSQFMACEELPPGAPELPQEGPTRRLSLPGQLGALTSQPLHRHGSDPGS
# KCNK3 inh: human KCNK3 channel inhibition, primary screen; CHO-KCNK3 thallium flux, FluxOR fluorescence; stronger effect = lower value; B-score at 10 µM; 340,000 compounds, 0.84% hits; AID 602410;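 active = B-score under library mean minus 4 SD, starting fluorescence ratio at most library mean plus 5 SD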;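 also: more negative B-score means stronger inhibition of thallium flux through KCNK3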
# TMEM16A act: activators or potentiators of mouse TMEM16A chloride channel. HEK293 TMEM16A/YFP-H148Q/I152L, iodide quench fluorescence; stronger effect = lower value. B-score at 10 µM. 340,000 compounds, 0.3% hits;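 active = fluorescence-ratio B-score plate-corrected deviation score at least 3 library SD below zero, with starting fluorescence score within 5 deviations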;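 also: channel opened by trigger with iodide after compound preincubation; score built on the fluorescence ratio of max minus min over baseline; more negative score means more quench and so TMEM16A activation or potentiation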
# MrgX1 allo act: human MrgX1 positive allosteric modulation, primary screen | Q96LB2 | MrgX1-HEK293, Fluo-4 calcium flux, FDSS; stronger effect = higher value | B-score at 10 µM | 310,000 compounds, 0.63% hits | AID 588675;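 active = plate-corrected calcium response at least 3 library SD above typical, normal starting fluorescence, not activating the receptor alone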;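 also: compound read alongside a low EC10 to EC30 dose of BAM8-22 agonist; peak minus trough fluorescence over baseline measured at the second addition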
# RGS4 block: human RGS4 inhibition. P49798. HEK293 M3R/RGS4 inducible, Fluo-4 calcium flux; stronger effect = higher value; triggered by carbachol at its EC20. B-score at 10 µM. 310,000 compounds, 0.45% hits. AID 463165;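 active = B-score, a plate-corrected calcium signal, over three deviations above library mean, with baseline fluorescence within five deviations of library mean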;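 also: RGS4 expression induced by doxycycline in cells with stable M3 receptor; B-score is computed from the integrated fluorescence ratio over baseline after carbachol; higher B-score means a larger calcium signal and so more RGS4 inhibition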
# MrgX1 agonist: agonists of human MrgX1 receptor | Q96LB2 | MrgX1-HEK293 cells, Fluo-4 calcium fluorescence, agonist mode; stronger effect = higher value | B-score at 10 µM | 310,000 compounds, 0.44% hits | AID 588627;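 active = calcium response B-score plate-corrected fluorescence ratio at least 3 library SD, with starting fluorescence B-score inside 5 SD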
#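 Assay system: stable human MrgX1 HEK293 cell line. Quantity: 15,000 cells per well. Schedule: cells plated overnight, dye loaded 0.5 h 37 °C, 0.5 h room temperature. Detection: Fluo-4 NW calcium-flux fluorescence, kinetic read. Read-out basis: peak-minus-minimum fluorescence over baseline, converted to B scores. Control set: positive and negative control wells on each plate.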
# KCNQ1 inh: blocks the human KCNQ1 potassium channel; P51787; CHO-K1 KCNQ1, FluxOR thallium flux fluorescence; stronger effect = higher value; B-score at 10 µM; 310,000 compounds, 1.3% hits;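 active = compounds whose thallium flux B-score, printed positive for inhibition, exceeds three library SD while starting fluorescence stays within three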;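 also: channel opened by potassium depolarization with thallium stimulus after 20 min compound exposure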
# Numbers without * were called inactive; i = inactive; nt = no result given.
SMILES,KCNK9 inh,ANO1 block,KCNQ1 pot,RGS4 pot,hERG protect,KCNK3 inh,TMEM16A act,MrgX1 allo act,RGS4 block,MrgX1 agonist,KCNQ1 inh
COc1ccc(CC(=O)OCC(=O)N(C)C2CCS(=O)(=O)C2)cc1OC (stereo not drawn),i,i,i,i,-9.6,i,i,i,i,i,i
COc1ccc(CCNC(=O)C2CCCN2C(=O)Nc2cccc(OC)c2)cc1 (stereo not drawn),i,i,i,i,-1.1,i,i,i,i,i,i
Cc1ccc(NC(=O)N2CCN(Cc3ccc4c(c3)OCO4)CC2)cc1,i,i,i,i,-5.2,i,i,i,i,i,i
CCCCCCCCCCC[C@@H](C[C@@H]1OC(=O)[C@H]1CCCCCC)OC(=O)[C@H](CC(C)C)NC=O,i,i,i,i,-6.8,i,i,i,i,i,i
CC(C)(C)c1cc(-c2ccccc2)no1,i,i,i,i,-7.4,i,i,i,i,i,i
Cc1nnc(SCC2CCCO2)n1-c1ccccc1 (stereo not drawn),i,i,i,i,-10.2,i,i,i,i,i,i
C=CCNC(=O)c1c(Br)cnn1-c1ccc(C)cc1,i,i,i,i,-7.8,i,i,i,i,i,i
COc1cc(Cl)c(C)cc1NC(=O)CSCC#N,i,i,i,i,-18.8,i,i,i,i,i,i
Cc1cc(NC(=O)c2ccc(Cl)cc2)n(-c2ccccc2)n1,i,i,i,i,-3.4,i,i,i,i,i,i
Cc1ccc(OCc2cc(C(=O)NCCc3cccnc3)no2)cc1C,i,i,i,i,-8.4,i,i,i,i,i,i
Cc1ccc([C@@H]2[C@@H]3C(=O)N(C)C(=O)[C@@H]3[C@]3(Cc4ccccc4)C(=O)N(CCO)CC(=O)N23)o1,i,i,i,i,-8.5,i,i,i,i,i,i
CCOC(=O)N1CCN(S(=O)(=O)c2ccc(C(=O)N(CCCN(C)C)c3nc4ccc(CC)cc4s3)cc2)CC1,i,i,i,i,-17.8,i,i,i,i,i,i
CN(C)C(CNc1ccc(C(F)(F)F)cc1[N+](=O)[O-])c1ccccc1 (stereo not drawn),i,i,i,i,-8.9,i,i,i,i,i,i
CCOc1ccccc1NC(=O)CSc1nnc(Cc2ccc(OC)cc2)c(=O)n1N,i,i,i,i,-8.2,i,i,i,i,i,i
CC(=O)Nc1ccc(-c2ccnc(-c3ccc(NC(C)=O)cc3)n2)cc1,i,i,i,i,-0.3,i,i,i,i,i,i
O=C(O)C1CCCN1C(=O)Nc1ccc(F)cc1 (stereo not drawn),i,i,i,i,-9.0,i,i,i,i,i,i
CN(CC(O)COCc1cccs1)C1CCCCC1 (stereo not drawn),i,i,i,i,-5.6,i,i,i,i,i,i
NS(=O)(=O)c1ccc(NC(=S)Nc2ccc(F)c(F)c2)cc1,i,i,i,i,-8.6,i,i,i,i,i,i
Cc1ccc(-n2nnnc2-c2nc3ccccc3s2)cc1,i,i,i,i,-2.0,i,i,i,i,i,i
CCCCOC(=O)CSC1=C(C#N)C(c2cccnc2)C(C(=O)OCC)=C(c2ccccc2)N1 (stereo not drawn),i,i,i,i,-14.5,i,i,i,i,i,i
Cc1nnsc1C(=O)N/N=C/c1ccc2ccccc2c1O,i,i,i,i,-11.7,i,i,i,i,i,i
O=C(CCCCCNC(=O)N1CCn2c1nc1ccccc12)NCc1ccccc1Cl,i,i,i,i,-13.7,i,i,i,i,i,i
O=C(CCN1C(=O)/C(=C/c2ccc(F)cc2)SC1=S)NCCCn1ccnc1,i,i,i,i,-11.0,i,i,i,i,i,i
COc1ccc(Nc2nc(C)cc(C)c2C(N)=O)c(OC)c1,i,i,i,i,-10.6,i,i,i,i,i,i
CCc1ccc(N2CN=c3s/c(=C\c4ccccc4)c(=O)n3C2)cc1,i,i,i,i,-2.4,i,i,i,i,i,i
O=c1cc(CN2CCN(c3ccc(F)cc3)CC2)nc2sccn12,i,i,i,i,-4.6,i,i,i,i,i,i
O=S(=O)(/C=C/c1ccccc1)NC1CCCCCCC1,i,i,i,i,-7.7,i,i,i,i,i,i
CCCCC(c1nnnn1CC1CCCO1)N1CCN(c2ccccc2)CC1 (stereo not drawn),i,i,i,i,-19.0,i,i,i,i,i,i
Oc1ccc(C(=S)N2CCCCC2)cc1Cl,i,i,i,i,-8.8,i,i,i,i,i,i
CCC(C)NC(=O)Cn1cc2c(n1)CCC(C)C2 (stereo not drawn),i,i,i,i,-4.5,i,i,i,i,i,i
Cc1ccc2nc(C3CCCCC3)[nH]c2c1,i,i,i,i,-7.5,i,i,i,i,i,i
N#Cc1nc(-c2cccs2)oc1NCCc1ccccc1,i,i,i,i,-13.2,i,i,i,i,i,i
CN(C)S(=O)(=O)c1ccc(N2CCCC2)c(C(=O)OCC(=O)N2CCN(c3ccccc3)CC2)c1,i,i,i,i,0.3,i,i,i,i,i,i
Clc1ccc(COn2ccnc2)cc1Cl,i,nt,i,i,-3.2,i,i,nt,i,nt,i
COc1ccccc1-c1ccc(Nc2cccc(C(F)(F)F)c2)nn1,i,i,i,i,-4.9,i,i,i,i,i,i
CCOC(=O)N1CCN(S(=O)(=O)c2cc(OCC(N)=O)c(C)cc2Cl)CC1,i,i,i,i,-4.6,i,i,i,i,i,i
CC(=O)Nc1ccc(OCC(O)CN2CCN(S(=O)(=O)c3ccc(NC(C)=O)cc3)CC2)cc1 (stereo not drawn),i,100*,i,i,-6.9,i,i,i,i,i,i
CCC1CN(C(=O)NCc2cccc(OC)c2)c2ccccc2O1 (stereo not drawn),i,i,i,i,-1.6,i,i,i,i,i,i
Cn1c(SCC(=O)NC2CC2)nnc1-c1ccccn1,i,i,i,i,-1.4,i,i,i,i,i,i
COc1cccc(NS(=O)(=O)c2ccc3c(c2)NC(=O)C(C)S3)c1 (stereo not drawn),i,i,i,i,-10.8,i,i,i,i,i,i
CCOc1ccc(NC(=O)CSc2nnnn2-c2ccc(C(N)=O)cc2)cc1,i,i,i,i,-9.4,i,i,i,i,i,i
CC(C)c1ccccc1OCC(=O)N1CCCCCCC1,i,i,i,i,-0.5,i,i,i,i,i,i
CC1=C(C(=O)OCC(C)C)[C@]23C(=O)c4ccccc4[C@@]2(O1)OC(N)=C3C#N,i,i,i,i,-17.9,i,i,i,i,i,i
CCOC(=O)C1=CSC2=NS(=O)(=O)CCN12,i,i,i,i,-5.7,i,i,i,i,i,i
CCOC(=O)c1cc(-c2ccc(Cl)cc2)nc2c1c(C)nn2CCC#N,-13*,i,i,i,-3.4,-9.3*,i,i,i,i,i
CCc1nnc(NC(=O)c2ccc(S(=O)(=O)N3CCCCC3C)cc2)s1 (stereo not drawn),i,i,i,i,2.3,i,i,i,i,i,i
CCOc1ccc(NC(=O)CN2C(=O)C3CC=CCC3C2=O)cc1 (stereo not drawn),i,i,i,i,-7.1,i,i,i,i,i,i
Cn1c(SCC(=O)Nc2cccc(F)c2)nc2c(c1=O)SCC2,i,i,i,i,-3.4,i,i,i,i,i,i
C=CCNCCOc1cccc(Br)c1,i,i,i,i,-13.3,i,i,i,i,i,i
NNC(=O)c1cccc(COc2cccc(Br)c2)c1,i,i,i,i,-9.2,i,i,i,i,i,i
COc1cccc(OC)c1C(=O)NC(C)C12CC3CC(CC(C3)C1)C2 (stereo not drawn),i,i,i,i,-6.4,i,i,i,i,i,i
COc1ccc(-n2c(C)cc(C(=O)Cn3nc(C(=O)O)c4ccccc4c3=O)c2C)cc1,i,i,i,i,-6.9,i,i,i,i,i,i
Cc1ccc2nc(NC(=O)c3ccco3)sc2c1,i,i,i,i,-13.3,i,i,i,i,i,i
CO/C([O-])=N/c1c[n+](-c2ccc(Cl)cc2)no1,i,i,i,i,-9.9,i,i,i,i,i,i
CC1CCCN(C(=O)Cn2c(=O)oc3ccccc32)C1 (stereo not drawn),i,i,i,i,1.4,i,i,i,i,i,i
COc1ccc(NC(=O)CCNC(=O)Cn2cnc3ccccc3c2=O)cc1OC,i,i,i,i,-5.9,i,i,i,i,i,i
O=Cc1ccc(OC(=O)CCCCC(=O)Oc2ccc(C=O)cc2)cc1,i,i,i,i,-4.6,i,i,i,i,i,i
O=C(COc1ccccc1F)NCc1ccc(-n2cccc2)cc1,i,i,i,i,-20.2,i,i,i,i,i,i
Cc1cc2cc(C(c3nnnn3Cc3ccco3)N3CCc4ccccc43)c(=O)[nH]c2cc1C (stereo not drawn),i,i,i,i,-8.7,i,i,i,5.29*,i,i
Cc1ccc(NC(=O)c2ccsc2)cc1NS(C)(=O)=O,i,i,i,i,-0.6,i,i,i,i,i,i

# New compounds follow:
SMILES,KCNK9 inh,ANO1 block,KCNQ1 pot,RGS4 pot,hERG protect,KCNK3 inh,TMEM16A act,MrgX1 allo act,RGS4 block,MrgX1 agonist,KCNQ1 inh
COCC(=O)N/N=C(\C)CC(=O)NCc1ccco1,i,i,i,i,-3.2,i,i,i,i,i,i
COc1ccc(CNC(=O)CCCSc2ccccc2)cc1,i,i,i,i,-7.4,i,i,i,i,i,i
COc1ccc(OC)c(C2C(C(N)=O)=C(C)Nc3nc(-c4cccc(Cl)c4)nn32)c1 (stereo not drawn),i,i,i,i,-8.3,i,i,i,i,i,i
COC(=O)CSc1nc2cc3c(cc2cc1C)OCCO3,i,i,i,i,-0.8,i,i,i,i,i,i
O=C(Nc1cccc(-c2nn[nH]n2)c1)c1cccs1,i,i,i,i,-0.7,i,i,i,i,i,i
Cc1nnc(SCC(=O)NCc2ccccc2)s1,i,i,i,i,-7.4,i,i,i,i,i,i
COc1ccc(N2C(=O)CC(N3CCN(c4nc5ccccc5s4)CC3)C2=O)cc1 (stereo not drawn),i,i,i,i,-12.7,i,i,i,i,i,i
